iPSC survival up – increases survival of single human iPS cells. hiPSC single-cell survival, ATPlite luminescence; 100% = ROCK inhibitor wells, 0% = DMSO. survival enhancement, % at 20 µM. 360,000 tested, 0.044% active. AID 602274; in the data active means survival enhancement above about 18%;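 further: cells exposed to compounds for 16 hours before the ATP read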
KKLEB tox – counter-screen for CF NF-kB inhibitors: cytotoxicity; KKLEB CF airway cells viability, ATPlite luminescence, overnight; stronger effect = lower value; cells stimulated with P. aeruginosa culture filtrate; activity change (cytotoxicity), % at 5 µM; 360,000 tested, 0.36% active;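 active means corrected activity change at or below -50% at 5 µM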
NR2E3 ag-1 – human photoreceptor-specific nuclear receptor agonism | AID 602229 | 360,000 tested, 0.35% active | Q9Y5X4 | CHO-S Gal4-NCOR/VP16-NR2E3 two-hybrid, luciferase | inhibition of corepressor binding, % at 3.98 µM;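 active means inhibition above the mean of all tested compounds plus 3 SD, cut at about 70% in these data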;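 further: 0% = DMSO with NR2E3 transfected cells and 100% = cells lacking NR2E3 construct; higher means lower luciferase signal from less NR2E3 corepressor binding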
Target sequence (Q9Y5X4 whole entry, looked up, the tested form may be a part): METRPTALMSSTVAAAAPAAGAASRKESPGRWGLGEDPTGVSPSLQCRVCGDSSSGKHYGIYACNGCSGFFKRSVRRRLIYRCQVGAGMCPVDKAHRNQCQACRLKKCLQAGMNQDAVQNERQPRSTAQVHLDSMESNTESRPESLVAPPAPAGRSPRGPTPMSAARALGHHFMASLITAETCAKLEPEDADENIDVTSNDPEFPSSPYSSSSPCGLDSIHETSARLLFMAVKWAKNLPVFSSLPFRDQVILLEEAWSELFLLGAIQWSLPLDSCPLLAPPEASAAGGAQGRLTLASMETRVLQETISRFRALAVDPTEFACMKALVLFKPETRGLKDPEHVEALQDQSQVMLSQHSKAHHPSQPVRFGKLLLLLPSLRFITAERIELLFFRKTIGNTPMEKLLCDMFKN
Peg3 promoter – inhibitors of Peg3 promoter; HeLa PEG-Prom luciferase reporter, luminescence, overnight; inhibition, % at 20 µM; AID 588405; 360,000 tested, 1.7% active;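 active means inhibition of at least 50% at 20 µM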
HIF-2a block – inhibitors of HIF-2a; 786-0 RCC cells HIF-2a reporter, luciferase luminescence, overnight; inhibition, % at 18.8 µM; 360,000 tested, 0.72% active;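 active means inhibition of the luminescence signal of 40% or more relative to plate controls, in a single-dose primary screen at 18.75 µM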
Shn3 3UTR inh – reduces Shn3 3'UTR luciferase signal in osteoblasts; 360,000 tested, 0.52% active; Clone20 osteoblast Shn3 3'UTR firefly luciferase, 24 h; inhibition, % at 12.5 µM;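 active means mean inhibition of at least 75% with every replicate also reaching 75%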;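 further: 0% = median of neutral control wells and 100% = pilot-screen positive control compound; some compounds past the cut are filed as inactive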
C8 TRAIL sens – caspase-8 TRAIL sensitization. NB7+C8 cells + TRAIL, ATPlite viability luminescence. inhibition (viability loss, TRAIL sensitization), % at 10 µM. 360,000 tested, 1% active;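 active means compounds causing at least 50% loss of cell viability in the single-dose screen, relative to plate controls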
LMP1 NFkB inh – inhibitors of Epstein-Barr LMP1-induced NF-kappaB reporter; LMP1-induced NF-kappaB luciferase reporter cells, luminescence; AID 504558; 350,000 tested, 0.69% active; inhibition, % at 12.5 µM; in the data active means inhibition above about 41%;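 further: 0% = neutral control wells and 100% = reference inhibitor control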
TRPM1 prom inh – reduces MITF-dependent TRPM1 promoter luciferase signal; 330,000 tested, 0.83% active; AID 488899; inhibition, % at 12.5 µM; SK-MEL-5 TRPM1 promoter luciferase, 24 h;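 active means mean inhibition across replicates of 60% or more, whatever share of single replicates reaches that level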; further: values of inactives mirror those of a sister screen read the other way
CF NFkB inh – cystic fibrosis NF-kB activation inhibition; KKLEB NF-kB-GFP reporter, PAF-induced, GFP fluorescence overnight; inhibition, % at 5 µM; 360,000 tested, 0.86% active;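 active means at least 50% inhibition at 5 µM, scaled per plate between neutral and stimulator controls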;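 further: PAF is a Pseudomonas aeruginosa culture filtrate used as stimulus; plate controls were PAF-stimulated DMSO wells for no effect and unstimulated DMSO wells for full effect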
NR2E3 ag-2 – NR2E3 (human) agonism | Q9Y5X4 | inhibition of corepressor binding, % at 4.78 µM | AID 2300 | GST-NR2E3/biotin-RetCOR TR-FRET, 1536-well | 320,000 tested, 0.12% active;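 active means percent inhibition above the cutoff of mean plus 3 SD of all tested compounds, set per screening campaign, cut at about 20% in these data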;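 further: 0% = DMSO wells and 100% = biotin wells as full block of FRET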
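Material: NR2E3–RetCOR corepressor complex / Amount: 1.35 nM GST-NR2E3 / Medium: Tris pH 7.5 / Compound: single nominal compound dose of 4.8 µM / Incubation: 5 h at 4 °C / Technique: TR-FRET, Eu(K)-anti-GST donor, streptavidin-D2 acceptor, ex 340, em 617/671 nm / Read-out basis: percent loss of FRET ratio relative to control wells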
* = called active by the depositor; . = no result given. Only part of the results is shown; count on the stated rates, not on these rows.

SMILES	iPSC survival up	KKLEB tox	NR2E3 ag-1	Peg3 promoter	HIF-2a block	Shn3 3UTR inh	C8 TRAIL sens	LMP1 NFkB inh	TRPM1 prom inh	CF NFkB inh	NR2E3 ag-2
CC1CN(C(=O)c2ccc(N3CCCCC3)c([N+](=O)[O-])c2)CC(C)O1 (configuration not stated)	-0.1	2.3	-1.0	5.1	5.3	-6.2	-8.2	0.5	-1.9	2.2	-3.6
COc1ccc(C2=C(SC)CC2=NC(C)(C)C)cc1	0.1	5.5	-5.2	-42.9	-70.6	8.9	0.1	-3.8	-4.2	-4.3	1.2
O=C1CC2C(=O)NCCN2C(=NC(=O)c2ccc(Cl)cc2)N1 (configuration not stated)	-0.7	10.6	-5.2	1.8	0.9	4.9	-1.5	7.7	2.7	-8.9	-1.2
CCCCC(=O)Nc1ccc2c(c1)nc(CCN1CCN(c3ccccn3)CC1)n2C	-0.3	2.6	-1.3	-15.5	21.5	10.4	-18.3	0.1	3.4	10.2	-2.1
CC1(C(=O)NS(=O)(=O)c2ccc(F)cc2F)CCN1C(=O)CCc1ccccc1 (configuration not stated)	-0.6	-13.9	-33.4	-14.5	-0.4	14.8	-16.5	.	.	-1.2	.
COc1ccc2cc(CCNC(=O)C3CCCC3)c(=O)[nH]c2c1	-0.8	9.9	-27.2	-20.7	-29.3	6.1	15.6	-2.4	-4.6	-16.4	0.8
CN(C)CC/C=C1\c2ccccc2CSc2ccccc21	-1.4	21.1	-3.9	-8.0	-7.2	6.8	-7.4	7.2	-2.0	26.2	4.7
CCOC(=O)c1c(/N=C/C2=C(O)CC(C)(C)CC2=O)sc(C)c1C	3.4	6.2	-15.5	3.8	3.0	-17.2	-17.1	3.0	9.2	15.0	-2.9
CN(C)c1ccc(NC(=O)CSc2nc3c(c(=O)[nH]2)CCCC3)cc1	1.7	-14.0	-59.0	12.1	-12.2	6.1	6.6	-7.8	3.3	8.5	-0.6
O=C(CSc1ncnc2sccc12)Nc1ccc(S(=O)(=O)N2CCOCC2)cc1	2.0	-7.6	-22.4	-10.4	10.2	-7.2	-1.9	6.6	8.1	-10.4	.
COc1ccc(S(=O)(=O)N(C)c2ccc(C(=O)N3CCCCC3)cc2)cc1OC	-0.3	-14.0	31.2	17.1	4.6	72.9	-3.4	10.0	20.7	15.1	1.1
O=C(CCSCc1cccc(Cl)c1)NCCC1=CCCCC1	-1.6	0.4	-11.8	20.1	-6.6	-1.1	-7.9	-7.9	-3.3	-3.3	-1.0
O=C(NN1CCOCC1)c1ccc(Cl)c([N+](=O)[O-])c1	-0.1	-21.7	-32.4	3.8	2.7	-9.5	0.8	-57.8	-1.8	22.9	0.1
C#CCOCCOCCOCCNc1nc(N2CCN(C(=O)Cn3cc(CCCCN)nn3)CC2)nc(N2CCN(C(=O)Cn3cc(CCCCN)nn3)CC2)n1	2.2	7.2	17.9	0.6	17.0	21.3	-11.8	3.6	-12.4	-5.8	8.9
Cc1cc(NC(=O)c2noc3c2CCCC3)no1	-1.7	-6.1	-41.5	-69.7	-129.7	-20.8	-2.6	1.2	-14.6	-11.1	-0.4
COc1ccc(S(=O)(=O)N2CCN(C(=O)c3c(-c4ccccc4)noc3C)CC2)cc1	-1.6	-5.0	-4.1	4.2	2.4	2.3	4.1	2.4	6.2	4.5	-1.2
Cc1cc(F)ccc1-c1cc(C(=O)NCc2ccc(C(F)(F)F)cc2)[nH]n1	2.0	5.6	33.9	10.1	-10.2	20.8	-2.6	.	.	-23.0	.
Cc1cc(C)c(C(=O)COC(=O)c2c(C)noc2C)cc1C	-0.2	18.5	15.3	-8.5	-11.1	-0.8	6.7	0.4	-19.9	5.9	3.4
CCOC(=O)C1=C(O)/C(=C/c2cc(OC)c(OC)c(OC)c2)N=C1C	-1.2	-12.1	-19.7	4.8	11.8	15.6	6.3	2.2	1.3	4.3	2.2
COC(=O)c1cn(CCOc2ccccc2)c2ccccc12	0.5	-5.7	-85.7	-174.3	-183.4	-56.2	1.7	-13.7	-25.1	3.1	-0.2
COc1ccc(CNC(=O)CS(=O)Cc2nc(-c3ccccc3C)oc2C)cc1 (configuration not stated)	0.6	10.5	-20.1	1.6	-1.0	-4.1	-0.5	-6.5	.	-13.1	-1.0
O=C(Nc1cccc2ccccc12)c1cc2c(cc1Br)OCO2	-0.8	-14.4	-2.0	1.5	-8.2	-12.7	-8.2	-18.4	0.9	0.1	-1.6
COc1ccc(NC(=O)c2ccc(S(=O)(=O)N3CCCCCC3)cc2)c(OC)c1	0.4	1.8	-0.1	14.5	0.5	-14.8	-1.3	-10.8	-7.4	-6.5	5.1
Nc1cc(=O)[nH]c(SCC(=O)Nc2ccc(N3CCOCC3)cc2)n1	-0.1	1.4	6.0	13.0	-8.3	5.0	-5.6	-2.2	4.0	13.3	.
COC(=O)c1ccc(C2c3c(oc4ccc(Cl)cc4c3=O)C(=O)N2CCN2CCOCC2)cc1 (configuration not stated)	-0.6	-14.9	24.1	-0.7	1.8	1.8	12.6	-7.1	-4.6	24.6	1.4
Cn1c(=O)n(C)c2cc(NC(=O)CSc3ccccc3)ccc21	-0.4	-4.3	6.0	-4.0	-16.2	5.3	1.9	3.2	-9.4	-17.4	-0.6
CC(=O)N1CCc2c(sc(NC(=O)Cc3ccc(F)cc3)c2C(N)=O)C1	0.0	4.9	8.1	7.0	10.0	0.0	19.5	4.4	-5.0	-19.0	-2.3
CCS(=O)(=O)C(=C(Nc1ccc(OC)cc1)Nc1ccc(OC)cc1)S(=O)(=O)CC	6.2	-6.9	6.2	4.5	11.2	-4.2	-12.1	2.4	6.7	-8.5	-1.2
Cc1ccc(OCCNC(=O)Cc2ccc(S(=O)(=O)N3CCOCC3)s2)cc1	-0.4	9.3	14.3	-11.6	14.1	24.2	-7.4	-8.2	6.9	-32.7	-2.6
NS(=O)(=O)c1ccc(Cl)cc1[N+](=O)[O-]	0.3	3.0	-17.7	2.2	-1.7	-13.0	4.6	-6.8	-8.0	-4.3	-0.5
NC(=O)C1=C[C@H](c2ccccc2)C[C@H](OCc2ccc(CO)cc2)O1	-3.1	3.8	-20.7	-94.3	-105.4	-5.4	-1.7	2.8	-32.5	-5.4	-2.8
CSc1ccccc1NC(=O)CSc1nnc(Cc2ccccc2)o1	0.4	0.6	-16.5	0.0	14.4	-8.1	1.1	4.6	9.8	1.8	2.9
CCc1ccc(NC(=O)CCCN2C(=S)NC(C)(C)CC2C)cc1 (configuration not stated)	2.6	2.3	14.8	9.5	18.4	-3.3	5.9	-7.8	-0.6	-4.6	1.7
C=C[C@]1(C)C=C2CC[C@H]3[C@@](C)(CCC[C@@]3(C)C(=O)O)[C@@H]2CC1	4.2	-8.0	14.6	5.6	13.9	-49.0	-7.3	2.0	0.0	15.9	.
CC1CC(C)CN(C(=O)Cn2nnc(-c3ccccc3)n2)C1 (configuration not stated)	-0.5	4.2	-6.0	15.4	-3.8	-2.0	8.2	-1.8	-3.5	1.2	3.7
Cc1nc2cc(NC(=O)Nc3nccs3)ccc2n1C	-2.1	-1.1	-108.3	-155.0	-177.9	-35.9	66.0*	39.1	-15.1	-8.2	1.3
O=S(=O)(c1ccccc1)c1nc(-c2ccccc2Cl)oc1NCCN1CCOCC1	1.6	8.5	11.7	24.2	8.2	-7.9	-8.4	-0.1	-5.6	13.1	-2.4
Cc1ccc(-n2nnnc2SCC(=O)Nc2ncc(Cc3ccccc3Cl)s2)cc1	-3.0	-6.6	-8.0	6.8	8.4	10.6	13.0	-0.7	-0.1	21.1	-1.5
CC(C)NC(=O)N(C)C[C@@H]1Oc2c(NS(=O)(=O)c3ccccc3)cccc2C(=O)N([C@@H](C)CO)C[C@@H]1C	-2.2	0.1	-12.9	-7.6	7.3	-9.8	2.7	-6.3	-3.1	5.7	.
Cc1ccc(C(=O)NNC(=O)C2CCN(c3ncccn3)CC2)cc1	-0.4	3.8	-7.5	12.5	7.9	-3.4	4.7	-9.0	0.1	-3.6	-1.0
Cc1ccccc1NCC(=O)N/N=C\c1ccc2c(c1)OCO2	-0.9	-3.0	-15.7	-39.8	-75.2	-23.8	-12.5	-2.6	-0.2	-4.2	4.3
Cc1ccc(C)c(NC(=O)Cn2cc(C(=O)C3CC3)c3ccccc32)c1	-0.3	0.4	0.0	35.9	18.1	2.3	17.0	4.7	13.7	-4.8	7.5
CCCCn1c(N)c(N(CCOC)C(=O)CCNC(=O)NC23CC4CC(CC(C4)C2)C3)c(=O)[nH]c1=O	-0.5	2.2	-1.9	9.0	11.0	18.9	6.8	-2.0	.	0.3	.
Brc1ccccc1/C=N/Nc1ccc2ccccc2n1	-2.3	0.0	-131.9	-184.4	-164.9	-147.7	20.0	-57.5	-27.4	-2.2	-1.4
O=C(NCC(c1cccs1)N1CCOCC1)c1cc(F)cc(F)c1 (configuration not stated)	-0.7	4.1	-17.3	16.7	6.2	19.6	0.3	12.1	.	-36.4	.
CC[C@]12c3[nH]c4ccccc4c3CCN1C(=O)C(CC(=O)NCc1cccc(C(F)(F)F)c1)C[C@@H]2C(=O)N1CCN(C(=O)C2CC2)CC1 (some centres not stated)	-3.2	0.9	-23.4	1.3	-2.4	14.2	15.9	-8.1	4.1	6.4	.
CC(C)(C)NC(=O)COC(=O)c1ccccc1Oc1ccccc1	0.8	2.0	5.5	-54.6	-60.8	30.6	4.5	-7.8	-5.5	-10.9	1.9
Cc1nn(-c2ccccc2)c(Cl)c1C(=O)Nc1nnc(C2CCCC2)s1	-0.9	-2.3	-16.6	-4.2	-13.8	-4.1	12.4	-5.6	-9.7	9.1	1.4
COCc1c(C(=O)OCC(=O)c2c(N)n(CC(C)C)c(=O)n(C)c2=O)oc2ccccc12	-3.3	0.0	14.4	12.9	19.1	52.1	24.3	17.3	6.7	4.1	1.2
COc1ccc(NS(=O)(=O)c2ccc(N3CCOCC3)c(NC(=O)c3ccc(F)cc3)c2)cc1	-0.9	9.3	28.6	-2.1	10.3	-12.6	4.0	11.0	-6.4	14.4	-0.3
CC(C)c1ccc(C(=O)N2CCOCC2c2cc(C(=O)Nc3ccccc3)no2)cc1 (configuration not stated)	0.5	4.5	-8.1	-7.9	-46.7	-34.5	1.3	.	.	-13.9	.
CCOC(=O)c1c(N)sc(N)c1C(=O)OCC	-0.5	-14.1	-33.6	-2.3	-1.6	6.4	-15.7	-0.5	1.3	-10.5	-4.4

Looked up by compound from the list above, 2 records:
SMILES	iPSC survival up	KKLEB tox	NR2E3 ag-1	Peg3 promoter	HIF-2a block	Shn3 3UTR inh	C8 TRAIL sens	LMP1 NFkB inh	TRPM1 prom inh	CF NFkB inh	NR2E3 ag-2
CC(C)c1ccc(C(=O)N2CCOCC2c2cc(C(=O)Nc3ccccc3)no2)cc1 (configuration not stated)	0.5	4.5	-8.1	-7.9	-46.7	-34.5	1.3	.	.	-13.9	.
CCOC(=O)c1c(N)sc(N)c1C(=O)OCC	-0.5	-14.1	-33.6	-2.3	-1.6	6.4	-15.7	-0.5	1.3	-10.5	-4.4

Source: PubChem BioAssay
